Screening data (PubChem BioAssay)
SUMO1-SIM PPI: modulators of human SUMO1-mediated protein-protein interactions; P63165; SUMO1 binding to a labelled peptide, TR-FRET, 1 h; inhibition, % at 20 µM; 360,000 compounds, 0.33% hits; AID 602429; in the data active = inhibition above about 37%
Target sequence (P63165 whole entry, looked up): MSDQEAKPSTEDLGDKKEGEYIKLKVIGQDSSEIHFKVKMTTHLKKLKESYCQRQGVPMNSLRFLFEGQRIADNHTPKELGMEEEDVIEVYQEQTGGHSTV
LMPTP block: blocks human LMPTP phosphatase | recombinant LMPTP-A, OMFP fluorogenic substrate, fluorescence intensity | P24666 | 360,000 compounds, 0.22% hits | inhibition, % at 20 µM;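 active = compounds that cut the enzyme signal by at least half of the control window in the single-dose screen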;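 also: plate controls were DMSO wells with enzyme plus substrate for no effect and substrate without enzyme for full effect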
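Assay system: LMPTP-A phosphatase enzyme | Input: 0.625 nM enzyme | Also added: Fluorogenic phosphatase substrate OMFP at 400 µM final | Compound dosing: One test concentration per compound, 20 µM, with 3% DMSO overall | Schedule: 50 min enzyme reaction at room temperature, protected from light | Signal: Fluorescence intensity | Benchmarks: no-enzyme and uninhibited controls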
SKN-1 block: inhibitors of C. elegans SKN-1; AID 624304; inhibition, % at 21.8 µM; C. elegans VP596 Pgst-4::GFP/RFP ratio, acrylamide-induced, 24 h; 360,000 compounds, 0.49% hits;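 active = interference check ratio from 0.5 to 1.5 plus GFP to RFP signal ratio inhibition reaching or exceeding a fixed threshold, cut at about 30% in these data, passing the limit was not always enough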; also: some compounds called inactive have numbers as strong as hits
DNMT1 block: inhibitors of human DNMT1. DNMT1 molecular beacon, Hinp1I cleavage, fluorescence. inhibition (reported as % activation of signal), % at 10 µM. 360,000 compounds, 0.83% hits; in the data active = inhibition above about 50%
NadD block: blocks S. aureus nicotinate mononucleotide adenylyltransferase; purified NadD enzyme, colorimetric absorbance read-out; inhibition, % at 20 µM; 360,000 compounds, 0.78% hits; AID 602399; in the data active = inhibition above about 26%; also: some compounds past the cut are filed as inactive
CendR NRP1 mod: alters CendR peptide binding to human NRP-1; O14786; FAM-RPARPAR peptide binding to NRP-1, fluorescence polarization; inhibition, % at 25 µM; 360,000 compounds, 0.85% hits;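 active = inhibition or corrected inhibition above about 18%, plus a signal ratio from 0.5 to 1.5, limit read from the data, passing the limit was not always enough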; also: strong numbers were not always called active
Scp1 inh: Scp-1 (human) phosphatase inhibition; Recombinant Scp1, phosphopeptide, malachite green phosphate absorbance; Q9GZU7; AID 493091; 340,000 compounds, 0.88% hits; inhibition, % at 20 µM;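 active = inhibition above about 50% at 20 µM, limit read from the data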;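 also: plate controls were DMSO wells with enzyme for no effect and wells lacking enzyme for full effect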
Target sequence (Q9GZU7 76-261 limits assumed): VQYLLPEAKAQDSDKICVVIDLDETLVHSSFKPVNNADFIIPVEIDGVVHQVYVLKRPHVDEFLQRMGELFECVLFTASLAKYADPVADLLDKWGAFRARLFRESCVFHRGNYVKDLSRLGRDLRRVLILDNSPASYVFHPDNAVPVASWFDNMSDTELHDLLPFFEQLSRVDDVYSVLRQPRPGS
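Material: truncated SCP-1 phosphatase (76-261aa) / Buffer or medium: 50 mM Tris acetate pH 5.5, 0.005% Tween-20, 10 mM MgCl2 / Compound dosing: one concentration, 20 µM, with 1.0% DMSO / Incubation: 45 min room-temperature reaction, 5 min colour, 30 min stabiliser / Detection: colorimetric free-phosphate detection, absorbance 630 nm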
Tb MetRS inh: blocks T. brucei methionyl-tRNA synthetase activity | purified T. brucei MetRS, ATP depletion, Kinase-Glo luminescence | inhibition, % at 11.9 µM | 360,000 compounds, 0.4% hits | AID 624268;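 active = inhibition above a per-plate cutoff of the control wells' mean inhibition plus 3 SD, cut at about 5.5% in these data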;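 also: 0% = DMSO wells median and 100% = median of wells with control inhibitor compound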
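technique = Kinase-Glo luminescence, ATP depletion format | system = purified MetRS (methionyl-tRNA synthetase) enzyme from Trypanosoma brucei | timing = 15 min preincubation, 2 h reaction, all 25 °C | evaluation = percent inhibition versus plate control medians | dosing = single dose, 11.9 µM final nominal, 0.9% final DMSO | also added = substrates ATP, L-methionine and bulk Escherichia coli tRNA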
STEP inh: inhibitors of human striatal-enriched phosphatase STEP. recombinant STEP, OMFP fluorogenic substrate, fluorescence. inhibition, % at 20 µM. 360,000 compounds, 0.25% hits;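 active = inhibition at 20 µM, scaled per plate between control wells, above about 37%, limit read from the data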;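 also: 0% = DMSO with enzyme and substrate and 100% = substrate only without enzyme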
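Assay system: isolated STEP enzyme. Buffer or medium: pH 6.0 Bis-Tris with DTT and Tween 20. Also added: fluorogenic phosphatase substrate OMFP at 25 µM final. Dosing: 20 µM, 1% DMSO. Timing: 20 min reaction, room temperature, in the dark. Measured by: fluorescence intensity, excitation 480 nm, emission 540 nm. Evaluation: normalized % inhibition.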
Neddylation inh: blocks human cullin neddylation; P61081+Q13564; TR-FRET cullin neddylation, biochemical; calls only at 25 µM; 360,000 compounds, 0.58% hits; AID 651699; in the data active = inhibition above about 36%
Target sequence (P61081 whole entry, looked up): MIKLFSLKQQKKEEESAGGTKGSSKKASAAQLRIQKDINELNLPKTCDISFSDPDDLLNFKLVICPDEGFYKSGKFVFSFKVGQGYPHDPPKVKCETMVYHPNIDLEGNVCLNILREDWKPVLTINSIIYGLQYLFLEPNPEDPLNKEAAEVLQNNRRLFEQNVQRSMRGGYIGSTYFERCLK
Target sequence (Q13564 whole entry, looked up): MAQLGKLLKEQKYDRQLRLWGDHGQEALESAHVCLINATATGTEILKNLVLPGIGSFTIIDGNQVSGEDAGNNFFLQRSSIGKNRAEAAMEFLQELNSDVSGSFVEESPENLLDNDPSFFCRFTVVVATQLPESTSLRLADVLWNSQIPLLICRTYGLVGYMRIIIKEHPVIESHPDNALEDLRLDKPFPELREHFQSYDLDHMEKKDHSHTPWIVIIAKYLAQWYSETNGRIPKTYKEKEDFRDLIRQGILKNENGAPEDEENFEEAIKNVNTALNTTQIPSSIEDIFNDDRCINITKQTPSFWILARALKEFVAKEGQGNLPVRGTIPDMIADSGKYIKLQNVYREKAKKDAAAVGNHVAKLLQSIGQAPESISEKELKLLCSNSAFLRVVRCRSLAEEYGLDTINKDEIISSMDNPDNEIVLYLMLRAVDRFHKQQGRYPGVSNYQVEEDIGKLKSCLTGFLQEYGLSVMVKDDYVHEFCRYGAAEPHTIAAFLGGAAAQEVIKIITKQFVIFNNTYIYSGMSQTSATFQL
* = called active by the depositor; i = inactive; / = no result given; & = joins results of further samples.

canonical_smiles	SUMO1-SIM PPI	LMPTP block	SKN-1 block	DNMT1 block	NadD block	CendR NRP1 mod	Scp1 inh	Tb MetRS inh	STEP inh	Neddylation inh
CCOC(=O)Cc1csc(N/C(=N/S(=O)(=O)c2ccc(F)cc2F)c2ccccc2)n1	1	-1.1	1	-4	-1	-4	0	-0.4	-3	i
CCN(CC(=O)NC(C)C)C(=O)CCNC(=O)c1ccc(Cl)cc1	0	-2.2	-17	-2	10	-10	-6	-0.9	1	i
COc1cc(CCC(=O)Nc2cc(S(=O)(=O)N3CCOCC3)ccc2OC(C)C)cc(OC)c1OC	-3	-1.2	11	-1	-8	-10	/	0.4	-1	i
CC1CCN(C(=O)CSc2nnc3ccc(-c4cccnc4)nn23)CC1	-29	-0.6	-15	1	-6	-10	-1	-0.5	-1	i
Cc1ccc(C(=O)OCC(=O)NCc2ccco2)cc1S(=O)(=O)N1CCOCC1	-1	-0.1	27	3	1	-6	1	-0.3	4	i
CCN1C(=O)/C(=C2/SC(C)=C(C)N2CC)SC1=S	9	-0.6	-19	-2	8	-69	-6	-0.7	-4	i
O=C(NCc1cccnc1)c1cc(-c2ccc(Cl)cc2)oc1C(F)(F)F	4	0.5	16	-4	-4	8	0	0.1	2	i
O=C(CCNC(=O)c1ccccc1Cl)Nc1ccc(S(=O)(=O)Nc2ncccn2)cc1	4	-1.8	0	0	3	-10	-9	-0.8	1	i
Cc1cc(=O)c(C(=O)O)nn1-c1ccccc1F	20	-2.3	6	0	1	1	-5	0.1	-4	i
CCC(=O)N1CCCC(C(=O)c2ccc(-c3ccccc3)cc2)C1 (centres undefined)	1	-1.5	-3	22	-2	-2	-7	-0.6	-1	i
O=C(/C=C/c1ccccc1)NC(=S)Nc1ccc(N2CCOCC2)cc1	-4	0.2	17	-2	10	8	-5	-0.6	3	i
Cc1nc(C(=O)O)nn1-c1cc(Cl)ccc1Cl	0	-0.3	7	4	3	15	-10	-0.8	-1	i
Cc1ccc(S(=O)(=O)N(CC(=O)NCc2ccco2)Cc2ccccc2F)cc1	-3	-1.2	-18	-4	-7	-5	-2	-1.4	-2	i
COc1ccc(N(C(=O)c2snc(C(N)=O)c2N)C(C(=O)NC2CCCC2)c2ccc(C)o2)c(OC)c1 (centres undefined)	-5	0.2	1	0	1	10	-6	-0.1	2	i
Cc1ccc(CN2CCNC(=O)C2CC(=O)NC2CCCCCC2)cc1 (centres undefined)	-7	0.4	14	-2	5	-6	-7	-0.5	5	i
CC(=O)Oc1cc2c(c3ccccc13)CCC2=O	-17	-1.7	14	-6	2	31*	-5	-0.2	2	i
S=C(Nc1ccccc1Oc1ccccc1)Nc1cccc(Cl)c1Cl	0	0.4	-1	-2	1	28*	-5	-0.4	-1	i
NS(=O)(=O)c1ccc(CCNC(=O)NC2(C(F)(F)F)Oc3ccccc3O2)cc1	-1	-0.3	-19	5	0	-3	0	-0.7	1	i
O=[N+]([O-])c1ccc(Cc2ccncc2)cc1	-14	-0.2	-13	8	2	26*	3	-4.4	-3	i
O=C(c1ccc(Cl)cc1Cl)N1CCC(C(=O)N2CCOCC2)CC1	-1	-1.0	-2	3	-2	1	-4	-0.3	-2	i
Cc1ccc(NC(=O)Nc2ccc3c(c2)nc(C)n3C)cc1	2	0.5	-4	2	-2	-5	-10	-0.7	0	i
CSc1ccccc1NC(=O)CN1c2ccccc2CC1C (centres undefined)	3	-0.6	-9	-2	-3	-9	2	-0.9	-3	i
O=C(COC(=O)C1CCCN1C(=O)c1cccs1)c1ccccc1 (centres undefined)	1	0.6	1	-1	-1	2	0	1.1	0	i
O=C(c1cccc(Br)c1)c1coc2ccc(O)cc12	4	2.3	5	-7	-11	5	-8	-0.3	-3	i
O=C(CSc1cccc2cccnc12)Nc1ccc(S(=O)(=O)N2CCOCC2)cc1	-2	-0.3	12	-11	-1	-6	-4	0.3	0	/
CCN(CC)S(=O)(=O)c1ccc(S(=O)(=O)N2CCCC(C(=O)NC3CC3)C2)cc1 (centres undefined)	6	2.8	-9	4	-3	6	7	-0.6	-1	i
CCc1nnc(NC(=O)CSc2nnc(-c3c[nH]c4ccccc34)n2CC)s1	7	0.5	5	4	6	6	-1	1.7	-1	i
CCOC(=O)[C@H](CCc1ccccc1)N[C@@H](C)C(=O)N1CCC[C@@H]1C(=O)O	0	-1.0	-5	4	2	8	-6	0.4	-2	i
Cc1nc(-c2coc3cc(C)c(N=O)c(O)c3/c2=N\N)cs1	-16	-1.9	-4	-4	-1	2	1	-0.6	-3	i
CCOC(=O)C1=C(C)NC(C)=C(C(=O)OCC)C1c1ccc(O)cc1	-2	-0.4	9	-3	-3	16	-22	-0.6	2	/

Some of these compounds in order of length of the SMILES, descending:
canonical_smiles	SUMO1-SIM PPI	LMPTP block	SKN-1 block	DNMT1 block	NadD block	CendR NRP1 mod	Scp1 inh	Tb MetRS inh	STEP inh	Neddylation inh
NS(=O)(=O)c1ccc(CCNC(=O)NC2(C(F)(F)F)Oc3ccccc3O2)cc1	-1	-0.3	-19	5	0	-3	0	-0.7	1	i
O=C(CSc1cccc2cccnc12)Nc1ccc(S(=O)(=O)N2CCOCC2)cc1	-2	-0.3	12	-11	-1	-6	-4	0.3	0	/
CCOC(=O)C1=C(C)NC(C)=C(C(=O)OCC)C1c1ccc(O)cc1	-2	-0.4	9	-3	-3	16	-22	-0.6	2	/
O=C(c1ccc(Cl)cc1Cl)N1CCC(C(=O)N2CCOCC2)CC1	-1	-1.0	-2	3	-2	1	-4	-0.3	-2	i
Cc1nc(-c2coc3cc(C)c(N=O)c(O)c3/c2=N\N)cs1	-16	-1.9	-4	-4	-1	2	1	-0.6	-3	i
S=C(Nc1ccccc1Oc1ccccc1)Nc1cccc(Cl)c1Cl	0	0.4	-1	-2	1	28*	-5	-0.4	-1	i
O=C(c1cccc(Br)c1)c1coc2ccc(O)cc12	4	2.3	5	-7	-11	5	-8	-0.3	-3	i
CC(=O)Oc1cc2c(c3ccccc13)CCC2=O	-17	-1.7	14	-6	2	31*	-5	-0.2	2	i

Next part.
canonical_smiles	SUMO1-SIM PPI	LMPTP block	SKN-1 block	DNMT1 block	NadD block	CendR NRP1 mod	Scp1 inh	Tb MetRS inh	STEP inh	Neddylation inh
CCOC(=O)[C@]12CCC=C1N(CCC1=CCCCC1)C(=O)[C@H](CC(=O)N1CCC(c3ccccc3)CC1)C2	7	0.5	1	/	7	-1	/	-1.7	/	i
O=C(Nc1c2c(nn1-c1ccccc1)CS(=O)(=O)C2)c1ccccc1Br	3	0.2	-1	-1	-8	10	-5	0.5	-1	i
COc1ccc(N(CC(=O)Nc2ccc(C(C)C)cc2)S(=O)(=O)c2c(C)noc2C)cc1	-2	4.3	21	6	-11	-5	-5	-0.3	1	i
CC(C)[C@H](NC(=O)N1c2ccccc2NC(=O)[C@@H]1C(C)C)C(=O)N[C@@H](Cc1c[nH]c2ccccc12)C(=O)O	0	-0.2	6	3	-3	6	1	0.6	4	i
C/C(=N\NC(=O)CSc1nc(C)cc(C)n1)c1ccc2c(c1)OCCO2	3	-0.4	4	2	-3	8	-5	-0.4	-1	i
COc1ccc(C(=O)CSc2n[nH]c(C)n2)cc1[N+](=O)[O-]	-15	-1.0	6	4	-2	-8	-6	0.2	1	i
COc1ccc(-c2cc3ccccc3s2)cc1[C@H]1[C@H]2C=CC[C@@H](C)[C@@H]2C(=O)N1Cc1ccccc1	3	6.9	-9	24	15	0	2	-0.2	6	i
COc1cc(C(=S)N2CCC(C(N)=O)CC2)ccc1O	1	-0.6	9	0	-2	-2	-5	-0.4	0	i
Cn1nc(C(F)(F)F)c(C#N)c1N1CCN(c2ccccc2)CC1	-1	-1.8	3	0	3	8	0	0.7	1	i
CN(Cc1ccccc1)C(=O)C1CCCN(Cc2cccc(Cl)c2)C1 (centres undefined)	-1&3	-2.8&-0.4	-3&-9	5&2	1&-7	8&6	-1	-0.9&0.5	-1&-1	i
O=C1C=C(O)CC2(CCCCC2)C1	6	-1.3	-13	0	6	-7	/	-0.2	2	i
COc1ccc(N2CCN(S(=O)(=O)CCNC(=O)COc3ccccc3OC)CC2)cc1	-3	-0.4	-9	1	5	4	-5	-0.6	1	i
COc1ccccc1C(=O)N1CCN=C1c1ccccc1	8	-1.4	12	1	-1	2	-4	0.3	-2	i
COc1ccc(/C=N/Nc2c(Cl)cc(Cl)cc2Cl)cc1CN1CCOCC1	1	1.0	5	-15	5	9	4	-0.6	3	i
Cc1cc([N+](=O)[O-])nn1CCCC(=O)Nc1ccc(Cl)cc1Cl	-12	0.3	3	-2	-4	2	-13	0.7	1	i
COc1cc(C(=O)N2CCN(Cc3ccc4c(c3)OCO4)CC2)cc(OC)c1OC	2	0.8	-8	0	1	4	-12	1.9	1	i
CC(=O)OC1(C(C)=O)CCC2C3CC4OC45CC(O)CCC5(C)C3CCC21C (centres undefined)	1	-0.8	-4	2	-1	10	2	0.1	1	i
CC(CC(=O)O)CC(=O)Nc1cc([N+](=O)[O-])ccc1O (centres undefined)	-13	0.4	-7	4	1	19	1	-0.6	2	i
O=C(COC(=O)/C=C/c1ccc(C(F)(F)F)cc1)NCC1CCCCC1	3	-0.5	7	4	2	-3	-2	-0.2	8	i
CCN(Cc1nc2cc(Cl)ccc2c(=O)[nH]1)C(=O)c1ccc(C)c(NC(=O)c2ccco2)c1	6	-0.4	-5	-4	8	11	7	-0.2	1	i
Cc1nc(SCC(=O)c2c[nH]c3ccccc23)n[nH]1	1	2.2	0	2	-3	-5	2	0.6	0	i
O=C(NCc1cccs1)c1ccc2nc([C@@H]3O[C@H](CO)[C@H](O)[C@H](O)[C@H]3O)[nH]c2c1	-4	-2.4	5	0	2	-4	/	-0.1	0	i
COc1ccc(-c2csc3ncnc(Oc4cccc5ccc(C)nc45)c23)cc1	-2	1.9	7	-11	-1	-10	-1	-0.7	1	i
O=C(Cc1ccccc1Cl)N1CCOCC1	1	0.0	8	1	2	46*	5	-0.3	0	i
Cc1c(N2CCCC2)cc2c(c1NC(=O)c1ccccc1Cl)C(C)(C)CC2(C)C	2	3.2	10	1	9	-16	-8	-0.9	3	i
